Bioassay records deposited in PubChem by several laboratories.
Yfh1-off respiration = mitochondrial function rescue without frataxin homolog – Friedreich's ataxia, plus single-dose screen, dose response (AID 1465). fold induction at 50 µM, or EC50 in µM where a hit was titrated. 0.074% of 220,000 active. S. cerevisiae Yfh1-off respiration, WST-1 reduction, 72 h; higher fold induction means a stronger effect;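 active means fold induction of absorbance versus untreated yeast above a set limit, then at least 30% activation at any dose in follow-up; inconclusive means repeats straddling the limit, or above it without dose testing; inactive means fold induction below the set limit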;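 further: activators that raise dye reduction in frataxin-depleted yeast; strong numbers were not always called active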
P. falciparum M1AAP = malaria alanyl aminopeptidase activity blockers – biochemical, fluorogenic H-Leu-NHMec substrate, 1536-well (AID 1445); inhibition, % at 30 µM; hits with a dose series show IC50 in µM; recombinant M1AAP, H-Leu-NHMec fluorogenic kinetic assay; higher % means a stronger effect; 0.42% of 220,000 active;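 active means primary inhibition above the hit cutoff, then over 50% inhibition at one or more dose response concentrations, cut at about 23% in these data, passing the limit was not always enough; inconclusive means conflicting primary data, or primary hits not chosen for dose response; inactive means low primary inhibition, or under 50% at every dose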;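 further: plate controls were DMSO full reaction for no effect and no enzyme background for full effect; strong numbers were not always called active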
Lipid droplet = modulators of hepatic lipid droplet formation; AML12 mouse hepatocytes, oleate lipid droplets, BODIPY imaging; inhibition, % at 6.5 µM; 0.4% of 240,000 active;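 active means lipid droplet intensity inhibited by at least 50%, with more than 500 cells counted; inconclusive means wells with under 300 cells, treated as cytotoxic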
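material = mouse AML12 hepatocyte cell line, fixed after treatment | also added = 100 µM oleic acid challenge | doses = compound at 6.5 µM only | schedule = overnight exposure | technique = Image-based BODIPY and DAPI two-channel analysis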
Ins promoter up = MIN6 insulin promoter up-regulation; z-score at 5 µM; AID 1625; MIN6 insulin promoter-GFP reporter, high-content imaging; hits give high values; 0.3% of 190,000 active;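 active means z-score above 3 at 5 µM with at least 500 cells counted in the well; inconclusive means wells under 500 cells, flagged as cytotoxic or low count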
ER stress rescue = protection against thapsigargin-triggered cell killing – 384-well, CSM14.1, ATP luminescence, primary screen (AID 1222); one-dose cellular ATP content (survival), % at 20 µM; EC50 in µM for titrated hits; 190,000 tested, under 10 active; CSM14.1 thapsigargin-induced death rescue, ATP luminescence; higher % means a stronger effect;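 active means EC50 below 50 µM in the dose-response confirmation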;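 further: death triggered by thapsigargin at about 15 µM added after 2 h compound pretreatment; cell ATP read after overnight thapsigargin exposure of roughly 18 to 22 hours; normalized against plate controls of thapsigargin alone and 5% DMSO vehicle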
P. falciparum M17LAP = P. falciparum M17LAP inhibitors, primary screen, biochemical, fluorogenic H-Leu-NHMec substrate, 1536-well (AID 1619) | recombinant M17LAP, H-Leu-NHMec fluorogenic kinetic assay; higher % means a stronger effect | one-dose inhibition, % at 30 µM; IC50 in µM for titrated hits | 0.38% of 220,000 active;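 active means compound inhibiting the enzyme by more than half at any dose during confirmatory dose-response retesting; inconclusive means strong single-dose inhibitors picked by rank but not retested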;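 further: plate controls were full reaction with DMSO carrier for no effect and no enzyme background for full effect; strong numbers were not always called active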
Dynein cargo inh = blocks dynein driven cargo transport along microtubules; 3617.4 mouse cells, GR-EGFP nuclear translocation imaging; test concentration mostly 20 µM; stimulated with dexamethasone, 1 µM; hits give low values; z-score, hits read low; 0.47% of 220,000 active;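 active means plate z-score of nuclear minus cytoplasmic receptor signal below a set negative limit, without overly bright fluorescence or cell loss, cut at about -3.5 in these data, passing the limit was not always enough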;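 further: z-score of nuclear minus cytoplasmic ring GR-EGFP intensity difference per well; some compounds called inactive have numbers as strong as hits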
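Also added – dexamethasone, 1.0 µM final · Buffer or medium – tet-free, stripped-serum medium · Schedule – induction 48 h, compound 1 h, agonist 30 min · Detection – formaldehyde fixation, Hoechst nuclear stain, 10x automated fluorescence imaging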
MT stabilizer = microtubule stabilizers in HeLa cells; 0.83% of 200,000 active; % tubulin-high responders, % at 10 µM; HeLa tubulin immunostaining HCS, 24 h; share of cells brighter than vehicle mean+2SD;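 active means plate Z-score above 3 for both tubulin-high and condensed-nucleus cell shares, with cell loss under 80%, at 10 µM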;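 further: anti alpha tubulin signal scored within the nucleus-defined area of each cell; some results filed as inactive read as strong as hits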
Autophagy HCS = modulators of autophagy; MEF GFP-LC3 puncta imaging; test concentration mostly 10 µM; calls only at 10 µM (by protocol); 0.98% of 190,000 active; AID 463193;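 active means percentage of spot-positive cells more than 3 SD above its plate mean, without a fluorescence outlier flag or 80% toxicity; inconclusive means no clear call, values can overlap the other calls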;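 further: spot-positive cell cutoff set from DMSO-treated cells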
Dynein cargo inh cytoplasmic EGFP = recorded beside Dynein cargo inh, whose call it bears; z-score; measured here: cytoplasmic GR-EGFP intensity; hits give high values
Dynein cargo inh nuclear GR-EGFP = second read-out of Dynein cargo inh, no call of its own (marks repeat the call); z-score; measured here: nuclear GR-EGFP intensity;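 lower value marks the stronger effect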
Dynein cargo inh cell count = second read-out of Dynein cargo inh, no call of its own (marks repeat the call); z-score; measured here: cell count per field
Ins promoter up cell count = recorded beside Ins promoter up, whose call it bears; cell count; measured here: cytotoxicity, nuclei count;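 total cells summed across four imaged fields per well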
Lipid droplet cells 6.5 µM = also measured in Lipid droplet; calls as there; cell count; measured here: cell count, cytotoxicity flag;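 cells counted across two imaged fields per well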
MT stabilizer Hoechst-high % = further read-out of MT stabilizer, marked with its call; % Hoechst-high responders; measured here: nuclear condensation Hoechst responders;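 share of cells brighter than vehicle mean plus two SD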
MT stabilizer cytotoxicity % = second read-out of MT stabilizer, no call of its own (marks repeat the call); toxicity, %; measured here: cytotoxicity by cell density;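 0% = mean cell density of plate MIN control wells and 100% = no cells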
Autophagy HCS cell loss 18 h = second read-out of Autophagy HCS, no call of its own (marks repeat the call); toxicity, %; measured here: cell loss, nuclei count;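 cell loss after 18 h compound exposure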
* hit, by the source's call; i = inactive; ? = inconclusive; . = no result given. Random draw from the library; about 3.5% have a hit in one of these screens.

SMILES	Yfh1-off respiration	P. falciparum M1AAP	Lipid droplet	Lipid droplet cells 6.5 µM	Ins promoter up	Ins promoter up cell count	ER stress rescue	P. falciparum M17LAP	Dynein cargo inh	Dynein cargo inh cytoplasmic EGFP	Dynein cargo inh nuclear GR-EGFP	Dynein cargo inh cell count	MT stabilizer	MT stabilizer Hoechst-high %	MT stabilizer cytotoxicity %	Autophagy HCS	Autophagy HCS cell loss 18 h
O=C(c1ccccn1)N1CC=C(c2ccccc2)CC1	i	2.9%	13.2	685	-0.46	1285	-5.6%	3.6%	-2.05	-0.316	-1.14	1.94	3.7	2.0	4.4	i	3.6
Cc1nnc(NC(=O)CSc2nnc(Cc3cccn3C)n2CCc2ccccc2)s1	i	12.6%	.	.	-0.65	1557	0.9%	17.7%	1.17	0.0709	1.09	-0.741	6.7	2.3	5.8	i	-0.8
COc1cc(NC(=O)c2cc(-c3cccc(O)c3)on2)cc(OC)c1OC	i	2.7%	.	.	-0.34	982	0.0%	-2.6%	-0.489	-0.184	-0.228	0.319	4.7	2.4	1.0	.	.
O=C(c1cccs1)N1CCN(Cc2ccccc2[N+](=O)[O-])CC1	i	0.2%	-3.0	653	0.29	1408	-1.1%	1.6%	0.134	-0.0669	0.827	-2.59	2.3	2.9	1.8	i	-3.5
Cc1c(NC(=O)c2cc(=O)[nH]c(=O)[nH]2)c(=O)n(-c2ccccc2)n1C	i	1.2%	.	.	0.65	1229	-0.1%	-9.1%	-0.226	-0.275	-0.162	0.474	5.0	4.5	8.5	i	9.9
Cc1ccc(Cl)cc1Nc1nc(-c2sc(NC(=O)c3cccc(Cl)c3)nc2C)cs1	i	7.9%	.	.	.	.	0.2%	11.1%	-0.191	0.146	-0.663	0.0641	6.4	2.4	3.8	i	-1.4
CN(Cc1ccccc1)C1=CC(=[N+]2CCCC2)CC(C)(C)C1	i	.	-0.2	644	?	.	.	.	0.623	-0.812	0.143	-0.589	.	.	.	.	.
C=CCNC(=S)NNc1nc2c(c(=O)[nH]1)C1(CCCCC1)Cc1ccccc1-2	i	-12.9%	7.9	643	0.19	1402	-3.5%	-0.5%	1.35	-0.243	1.43	-1.84	6.8	2.0	6.2	i	30.4
O=C(COc1cccc(Cl)c1)Nc1cc(S(=O)(=O)N2CCOCC2)ccc1N1CCOCC1	i	.	3.0	655	-0.72	1113	.	.	-0.955	-0.553	-0.715	0.416	.	.	.	.	.
C=CCNC(=O)Nc1ccc2nc(C)sc2c1	i	6.3%	1.5	716	-0.3	1403	-0.8%	-0.8%	-0.644	-0.175	-0.324	0.474	6.5	1.4	7.6	i	-11.0
O=C(NCCc1nc2ccccc2[nH]1)/C(=C/c1ccc2c(c1)OCO2)NC(=O)c1ccc(Cl)cc1Cl	i	5.4%	-32.9	594	-0.18	883	-3.3%	5.0%	0.853	-0.184	0.814	-1.45	3.7	1.9	9.5	i	2.6
CCCCCCC(=O)NN1CCN(C)CC1	i	1.6%	-1.1	765	0	952	-4.4%	6.1%	0.707	-0.265	0.814	-0.731	2.4	1.4	8.2	i	-7.9
O=C(NNC(=S)NC(=O)c1cccnc1)c1ccccc1	i	12.4%	.	.	-0.38	1540	-0.8%	74.2%	0.0621	-0.218	-0.292	0.402	4.0	2.6	8.0	i	15.4
c1ccc(N2CCCCC2)c(Nc2nc3ccccc3n3cnnc23)c1	i	-0.5%	-13.5	627	-1.72	857	.	7.3%	-0.626	-0.15	-0.196	0.757	.	.	.	.	.
S=c1[nH]ccn1-c1ccc(Cl)cc1	i	-5.2%	-6.4	687	0.05	1239	.	-1.6%	0.222	-0.329	0.381	-0.039	4.1	2.4	5.4	i	8.7
O=C1CCC(NC(=O)c2ccccc2)C(=O)N1 (centres undefined)	i	-2.3%	39.6	761	0.36	1530	.	-14.9%	0.00406	-0.12	0.185	-0.158	.	.	.	.	.
Cc1cc(C)nc(N/C(=N\S(=O)(=O)Cc2ccccc2)Nc2ccc(F)c(Cl)c2)n1	i	2.2%	-4.0	621	.	.	3.9%	5.6%	-0.579	-0.313	-0.591	0.904	2.3	2.1	8.3	i	-0.7
Cc1noc(C)c1COC(=O)COc1ccc(C#N)cc1	i	3.2%	-1.5	678	-0.71	1413	0.4%	-2.6%	0.503	-0.235	0.552	0.733	4.1	1.7	9.7	i	22.0
COC(=O)[C@H](CC(C)C)NC(=O)N1CCCCC1	i	-1.1%	7.2	748	-0.32	1032	.	9.2%	-0.408	-0.238	-0.247	0.551	.	.	.	.	.
CCOC(=O)c1cnc(Nc2nc3ccccc3o2)nc1CN1CCN(C)CC1	.	-5.6%	.	.	-0.1	1579	-7.6%	11.3%	0.315	-0.118	0.147	-0.271	1.9	1.8	5.6	i	5.2
COC(=O)c1cc2ccccc2c(-c2c(OC)c(C(=O)OC)cc3ccccc23)c1OC	i	2.3%	.	.	.	.	10.8%	-4.3%	0.308	-0.113	-0.511	-0.999	2.5	1.4	7.8	i	14.3
COc1cccc(C2C(C(=O)c3sc(C)nc3C)=C(O)C(=O)N2CCN2CCOCC2)c1OC (centres undefined)	i	4.1%	.	.	1.11	1187	4.1%	3.5%	-1.4	-0.467	-0.793	1.6	3.1	1.7	6.2	i	8.8
CCCC(=O)NNC(=O)CCC(=O)NCc1ccccc1	i	4.0%	.	.	0.57	1371	-1.5%	-11.2%	-0.147	-0.197	0.547	-0.011	2.4	1.6	1.3	i	-17.5
Nc1n[nH]c(-c2ccccc2)c1-c1ccccc1	i	11.1%	.	.	-0.17	1255	2.3%	9.3%	-0.534	0.103	-0.164	-0.0118	4.1	2.6	7.5	i	5.1
O=C(CN1CCCCCC1=O)OCc1ncc(-c2ccccc2)o1	i	1.3%	.	.	0.62	1244	1.8%	19.0%	0.0247	-0.445	-0.31	0.681	4.3	3.7	7.9	i	17.4
The listing continues.
SMILES	Yfh1-off respiration	P. falciparum M1AAP	Lipid droplet	Lipid droplet cells 6.5 µM	Ins promoter up	Ins promoter up cell count	ER stress rescue	P. falciparum M17LAP	Dynein cargo inh	Dynein cargo inh cytoplasmic EGFP	Dynein cargo inh nuclear GR-EGFP	Dynein cargo inh cell count	MT stabilizer	MT stabilizer Hoechst-high %	MT stabilizer cytotoxicity %	Autophagy HCS	Autophagy HCS cell loss 18 h
CCn1ccnc1[C@@H]1C[C@H]2CN(c3ccccc3OC)C(=O)[C@]23CCCN13	i	-1.6%	-3.3	677	0.03	1539	-1.1%	-0.8%	1.09	-0.287	0.318	-0.394	3.9	1.9	3.3	i	-25.5
COc1ccc2c(c1OC)C(=O)N1N=C(c3ccc(Br)cc3)CC21 (centres undefined)	.	1.4%	3.5	702	1	1512	0.6%	1.2%	0.723	-0.0519	0.191	-0.838	3.9	2.6	2.2	i	9.0
Cc1cc(NC(=O)CSc2ccc(-c3nc4cc(C)c(C)cc4[nH]3)cn2)no1	i	5.0%	.	.	-0.9	1140	-5.3%	-7.4%	1.35	-0.078	1.53	-1.12	5.2	3.0	18.4	i	8.8
CCN1/C(=C/c2sc(-c3ccccc3C)c[n+]2C)Sc2ccccc21	i	18.8%	-200.3	529	.	.	0.5%	5.2%	-1.03	-0.247	-0.468	0.631	2.5	1.4	4.6	i	-4.8
CCN1C(=O)CC(C(=O)NCCc2ccc(S(N)(=O)=O)cc2)SC1=Nc1ccc(OC)cc1 (centres undefined)	i	1.3%	3.6	702	.	.	0.0%	8.8%	-0.651	-0.204	-0.389	0.796	1.3	2.9	4.4	i	8.2
O=C1/C(=C/c2cccc(Cl)c2)CSc2sccc21	i	-0.7%	-6.4	749	-0.12	1483	.	0.7%	-0.121	-0.22	-0.0399	-0.302	.	.	.	.	.
O=[N+]([O-])c1ccc(-n2nnnc2-c2ccccc2)cc1	i	-0.1%	-8.3	679	-0.14	1201	0.0%	-2.4%	-0.575	-0.219	-0.507	1.43	3.3	2.4	7.4	i	2.6
COc1ccc2c(c1)CCCC21SC(NC(C)=O)=NN1C(C)=O (centres undefined)	i	4.0%	12.5	675	0.44	1248	0.0%	4.2%	0.0313	-0.27	0.324	0.713	6.3	2.9	7.2	i	-0.4
Cc1cc(C)n(-c2ccc(S(=O)(=O)N3CCOCC3)cc2[N+](=O)[O-])n1	i	4.6%	-8.8	694	2.31	1009	.	-1.2%	-0.368	-0.18	-0.27	0.955	.	.	.	.	.
O=C(O)CCC(=O)Nc1ccccc1N1CCOCC1	i	2.5%	0.3	712	1.02	759	-2.4%	5.3%	-0.0113	-0.196	-0.211	0.815	1.6	1.6	7.1	i	-3.9
Cc1ccc(NC(=O)COc2ccc(/C(N)=N/O)cc2)cc1C	i	-0.6%	-3.4	732	0.72	1053	4.4%	14.2%	-0.799	-0.256	0.401	0.516	2.0	2.6	9.5	i	-49.9
Cc1ccc(NC(=O)c2c(C)noc2-c2snnc2C)cc1	i	1.0%	-5.3	686	-0.29	1049	.	-7.4%	0.0816	-0.278	0.55	0.371	.	.	.	.	.
Cc1nc(NCc2cccnc2)c2c3c(sc2n1)CCCC3	i	1.7%	13.5	628	-0.65	1507	4.3%	18.4%	0.0226	-0.173	0.35	-0.0945	1.7	0.8	3.1	i	-5.8
COC(=O)CCN(C1CCCCC1)S(=O)(=O)c1ccc(S(=O)(=O)N2CCCCC2)cc1	i	1.9%	.	.	1.74	1194	-2.2%	0.5%	-0.476	0.0242	0.0841	-0.127	6.2	3.5	9.1	i	-11.3
O=C(N[C@@H](Cc1ccccc1)C(=O)OCC(=O)N1CCOCC1)c1cccs1	i	12.1%	5.3	670	1.43	1202	0.0%	1.2%	-0.11	-0.323	0.38	0.297	2.2	3.4	7.4	i	-4.4
COc1ccc(OC)c(S(=O)(=O)NCCc2csc(-c3cccnc3)n2)c1	i	2.7%	1.6	751	-1.41	1070	.	11.4%	-0.366	-0.287	0.422	1.05	.	.	.	.	.
